# Compound activity from PubChem.
# RNase H inhibition: RNase H inhibition, HIV 1 Gag Pol polyprotein, FRET biochemical assay, screening (AID 372). HIV-1 RT RNase H, FRET RNA/DNA substrate fluorescence; higher % means a stronger effect. inhibition, % at 10 µM, or IC50 in µM where a hit was titrated. 100,000 compounds, 0.77% hits; in the data active means inhibition above about 50%
# * marks the source's active call; other numbers are inactive results.
SMILES,RNase H inhibition
Cc1ccc2[nH]c(C(=O)N/N=C/c3ccc(O)cc3O)c(-c3ccccc3)c2c1,19%
CCCCOc1ccc(NC(=O)Nc2ccc(Cl)cc2)cc1,3%
COc1cc(OC)c(OC)cc1/C=N/NC(=O)CCn1c2ccc(Cl)cc2c2cc(Cl)ccc21,0%
O=C(NN1C(=O)CSC1=S)c1ccccc1[N+](=O)[O-],9%
COc1c(Cl)cc(C(=O)Nc2nc(-c3ccccc3)cs2)cc1Cl,5%
CCOc1cc(C=C2C(=O)NC(=S)NC2=O)ccc1OCCSc1cccc2ccccc12,28%
COc1ccc(Br)cc1/C=C/C(=O)Nc1cccc(NC(=O)c2ccccc2)c1,17%
O=C(NCc1cccnc1)c1cccc(Cl)c1,4%
CCCCOc1cccc(C(=O)Nc2ccc(I)cc2Cl)c1,5%
Cc1ccc(OCC(=O)Nc2ccc(C(C)C)cc2)c(Br)c1,7%
CC1=C(C(=O)Nc2ccc(C)cc2)C(c2ccccc2Br)NC(=O)N1 (stereo not drawn),7%
COc1cc(C)ccc1OCCOCCOc1cc(C)c(C)cc1Br,12%
CCOC(=O)c1c(-c2ccccc2)csc1NC(=O)c1ccc(OC(C)C)cc1,5%
COc1cc(CN2CCN(c3ccccc3C)CC2)cc([N+](=O)[O-])c1O,3%
COc1ccc(Br)cc1C(=O)Nc1ccc(Cl)cc1,0%
Cc1ccc(NCC(=O)N/N=C\c2cccc(OC(=O)c3cccc(Br)c3)c2)cc1,1%
O=S(=O)(NN=C1CCCCCCC1)c1ccccc1,0%
CCOc1ccccc1/C=C(\C#N)c1nc(-c2ccc(Br)cc2)cs1,11%
COc1cc(/C=N/NC(=O)c2cccc([N+](=O)[O-])c2)ccc1OCc1ccccc1,3%
Cc1ccc(N2C(=O)NC(=O)/C(=C/c3cc4c(cc3[N+](=O)[O-])OCO4)C2=O)cc1,14%
O=C(NCc1ccc(Cl)cc1)C1CCCN1S(=O)(=O)c1ccc(Cl)cc1 (stereo not drawn),4%
CCC(=O)Nc1sc2c(c1C(=O)Nc1ccc(Cl)cc1)CCC2,9%
Cc1cc(C)cc(NC(=O)C2CC3CCC2C3)c1 (stereo not drawn),5%
CCOc1ccc(/C=N/NC(=O)CSc2nc(C)cc(C)n2)cc1,4%
CC(=O)Nc1ccc(NC(=O)c2ccccc2C(=O)O)cc1,5%
# More entries
SMILES,RNase H inhibition
O=C(Nc1nnc(-c2ccccc2)s1)c1ccc(Cl)cc1Cl,13%
O=C(CN1CCN(Cc2ccccc2)CC1)N/N=C\c1ccccc1O,6%
CC1=C(C(=O)OCCc2ccccc2)C(c2ccccc2[N+](=O)[O-])C2=C(CCCC2=O)N1 (stereo not drawn),9%
O=C1C=CC(=O)N1c1ccccc1Cl,0%
CCCc1noc(-c2ccc(C(C)(C)C)cc2)n1,5%
O=C1NN(c2ccccc2)C(=O)/C1=C\c1ccc(-c2ccc3c(c2)C(=O)NC3=O)o1,16%
C/C(=N\Nc1nc(C)cc(-c2ccccc2)n1)c1ccc(C)cc1,5%
N#Cc1cccc(NC(=O)CCC(=O)O)c1,0%
O=C(O)c1cc(-c2ccccc2Cl)nc2ccccc12,17%
N#Cc1c(N)[nH]c(=S)c(C#N)c1-c1cccc(O)c1,14%
CCOC(=O)c1ccc(-n2c(C)cc(/C=C3/C(=O)NC(=O)N(Cc4ccco4)C3=O)c2C)cc1,20%
CCOc1ccccc1NC(=O)COc1ccc2ccccc2c1,15%
Cc1ccc(NC(=O)c2cc(I)ccc2Cl)cc1,5%
CC(C)(C)Cc1ccc(C2C(=O)c3ccccc3C2=O)cc1,6%
COc1ccc(OCCCCOc2ccc(Cl)cc2)cc1,12%
Cc1ccc(S(=O)(=O)Oc2cccc(/C=C3/SC(=S)N(C)C3=O)c2)cc1,16%
CN1CCN(C(=O)/C(=C/c2ccc([N+](=O)[O-])cc2)NC(=O)c2ccccc2Cl)CC1,2%
COc1ccccc1NC(=O)C1=C(C)NC2=C(C(=O)CC(C)(C)C2)C1c1ccc2c(c1)OCO2 (stereo not drawn),12%
O=C(N/N=C/c1ccc(F)cc1)c1cc(-c2ccc3ccccc3c2)n[nH]1,17%
COc1ccc(Br)cc1C(=O)Nc1ccc2nn(-c3ccc(C)cc3)nc2c1,27%
CCOc1ccc(N2C(=O)C=CC2=O)c([N+](=O)[O-])c1,0%
Cc1ccc(Cl)cc1NC(=O)c1cccc(N(C)C)c1,21%
O=C1c2ccccc2C(=O)N1c1cccc(-c2csc(Nc3ccc4c(c3)OCO4)n2)c1,17%
CCOc1ccccc1NC(=O)C(=O)NCCCO,2%
CCOc1ccc(N2C(=O)NC(=O)/C(=C\c3ccc([N+](=O)[O-])cc3)C2=O)cc1,0%

# For reference, part of the list above:
SMILES,RNase H inhibition
O=C(N/N=C/c1ccc(F)cc1)c1cc(-c2ccc3ccccc3c2)n[nH]1,17%
COc1ccc(Br)cc1C(=O)Nc1ccc2nn(-c3ccc(C)cc3)nc2c1,27%
CCOc1ccc(N2C(=O)C=CC2=O)c([N+](=O)[O-])c1,0%
Cc1ccc(Cl)cc1NC(=O)c1cccc(N(C)C)c1,21%
O=C1c2ccccc2C(=O)N1c1cccc(-c2csc(Nc3ccc4c(c3)OCO4)n2)c1,17%
CCOc1ccccc1NC(=O)C(=O)NCCCO,2%
CCOc1ccc(N2C(=O)NC(=O)/C(=C\c3ccc([N+](=O)[O-])cc3)C2=O)cc1,0%

# Continuation.
SMILES,RNase H inhibition
CCc1ccc(C2CC(=O)NC(SCC(=O)OC(C)C)=C2C#N)cc1 (stereo not drawn),11%
C/C(=N\NC(=O)C(O)(c1ccccc1)c1ccccc1)c1ccc(F)cc1,10%
COC(=O)c1ccc(CN2CCc3ccccc3C2)cc1,24%
CC(=O)Nc1cc(-c2cccc(C)c2)[nH]n1,7%
COc1ccc(NC(=O)c2c(N)sc(-c3ccccc3)c2C)cc1,7µM*
O=C1NN(c2ccc(Br)cc2)C(=O)/C1=C\c1ccc(-c2cc([N+](=O)[O-])ccc2O)o1,7%
COc1cc(SC)ccc1C(=O)NCc1ccco1,13%
COc1cccc(/C=N/NC(=O)COc2ccc(Br)cc2)c1OC,2%
Cc1c(Cl)cccc1NC(=S)NC(=O)c1cccc(Cl)c1,12%
Oc1ccc(/C=N/Nc2nc(N3CCOCC3)nc(N3CCOCC3)n2)cc1O,37%
COc1ccc(NC(=S)NC(=O)/C=C/c2ccc([N+](=O)[O-])cc2)cc1,15%
O=C(Nc1cccc(O)c1)/C(=C/c1cccc([N+](=O)[O-])c1)NC(=O)c1ccccc1,5%
Cc1c(Cl)cccc1NC(=O)/C=C\C(=O)O,0%
COc1ccccc1OCCNc1cc(Cl)ccc1[N+](=O)[O-],5%
COc1cc(/C=C/c2nc3ccccc3c(=O)n2-c2cccc([N+](=O)[O-])c2)ccc1O,61%*
Cc1cc(C)cc(NC(=O)c2ccc(C)cc2Cl)c1,2%
Cc1ccc(NC(=O)c2ccc(C(=O)Nc3ccc(C)cc3C)cc2)c(C)c1,0%
CCOC(=O)C1=C(C)N=c2s/c(=C\c3ccccc3Cl)c(=O)n2C1c1ccc2c(c1)OCO2 (stereo not drawn),6%
CCc1c(C)nc(N)nc1N1CCOCC1,6%
COc1cc(OC)c(OC)cc1CN1CCC(N2CCCCC2)CC1,11%
CC(C)CC(NC(=O)/C(=C\c1ccc2c(c1)OCO2)NC(=O)c1ccco1)C(=O)O (stereo not drawn),20%
CSc1ccc(C=Nc2ccc(C#N)cc2)cc1,10%
Cc1cc(C)c2c(=O)[nH]c(SCC(N)=O)nc2n1,11%
Cc1nc2cc(NC(=O)c3ccccc3)ccc2n1Cc1ccccc1,10%
COc1ccc(CC(=O)N(C)c2ccccc2)cc1,0%

# Reprinted from the part before: three compounds; new compounds follow.
SMILES,RNase H inhibition
Cc1cc(C)c2c(=O)[nH]c(SCC(N)=O)nc2n1,11%
Cc1nc2cc(NC(=O)c3ccccc3)ccc2n1Cc1ccccc1,10%
COc1ccc(CC(=O)N(C)c2ccccc2)cc1,0%
COc1ccc2c(c1OC)C(=O)O[C@@H]2[C@H]1c2c(cc3c(c2OC)OCO3)CCN1C,7%
CC(C)(C)NCCCCOc1cccc(Cl)c1,5%
CCOc1ccc(NC(=O)CN(c2cc(Cl)cc(Cl)c2)S(C)(=O)=O)cc1,0%
Cc1cc([N+](=O)[O-])ccc1NC(=S)NC(=O)c1ccccc1Br,10%
COC(=O)c1cn(C(=O)c2ccc(-c3ccccc3)cc2)c2ccccc12,14%
CC1(C)C=Cc2c(nc3ccccc3c2NCc2ccccc2)C1,19%
COc1ccc(NC(=O)c2cc(CC(C)C)oc2C)cc1,16%
CN(C)c1ccc(Nc2nc(-c3cccnc3)cs2)cc1,24%
COc1ccc(/C=C/C(=O)Nc2ccc(Cl)c(Cl)c2)cc1Br,2%
Cc1sc(NC(=O)c2ccccc2)nc1-c1ccccc1,13%
O=C(NCc1ccccc1F)c1ccccc1-c1ccccc1,5%
CC(C)c1ccc(-n2c(-c3ccccc3)nc3c(cnn3-c3ccccc3)c2=O)cc1,0%
CC(=O)c1ccc(NC(=S)NC(=O)/C=C/c2ccc(Cl)cc2)cc1,49%
S=C(NCc1ccccc1)N/N=C/c1c[nH]c2ccccc12,21%
CCOc1cc(/C=C(\C#N)c2nc3ccc(C)cc3[nH]2)cc(I)c1O,22%
CCOC(=O)C1=C(C)N=c2s/c(=C/c3ccccc3OC)c(=O)n2C1c1cccs1 (stereo not drawn),8%
CCOC(=O)CN1C(c2ccc(Cl)cc2)=Nc2ccc(Br)cc2C1c1ccccc1 (stereo not drawn),9%
C=CCOc1ccc(C2Nc3ccccc3-c3nnc(SCc4ccccc4)nc3O2)cc1 (stereo not drawn),20%
CC(=C\c1ccccc1)/C=C1/SC(=O)N(CCCC(=O)Nc2ccc(S(N)(=O)=O)cc2)C1=O,30%
CCOc1cc(C)cc2oc(=O)c(Cc3ccccc3)c(C)c12,46%
COc1ccc(-c2cc(-c3cc(C)ccc3O)[nH]n2)cc1,8%
Cc1n[nH]c(C)c1Sc1ccc(Cl)cc1,17%
CN1CCN(C2CC(=O)N(c3ccccc3)C2=O)CC1 (stereo not drawn),9%
CCC(=O)NC(c1ccc(OC)cc1)c1ccc2cccnc2c1O (stereo not drawn),39%
Cc1ccc(N=Cc2cc([N+](=O)[O-])ccc2Cl)cc1I,0%

# Single values from the list:
# C=CCOc1ccc(C2Nc3ccccc3-c3nnc(SCc4ccccc4)nc3O2)cc1 (stereo not drawn) in RNase H inhibition: 20%
# Cc1sc(NC(=O)c2ccccc2)nc1-c1ccccc1 in RNase H inhibition: 13%

# New compounds follow.
SMILES,RNase H inhibition
CC1=C(C(=O)OCC(C)C)C(c2ccc(O)cc2)C2=C(CC(c3ccc(Cl)cc3)CC2=O)N1 (stereo not drawn),14%
O=C(Nc1ccc2c(c1)oc1ccccc12)c1c(Cl)cccc1Cl,16%
CNC(=O)c1c(-c2ccccc2)oc2ccc(OC)cc12,0%
CCOC(=O)c1c(NC(=O)c2nn3c(C(F)(F)F)cc(-c4cccs4)nc3c2Cl)sc2c1CCCC2,0%
O=c1c2c(nc(SCc3ccccc3)n1C1CCCC1)-c1ccccc1CC21CCCC1,7%
CCCC(=O)N(c1ccc(N(C(=O)CCC)S(=O)(=O)c2ccc(C)cc2)cc1)S(=O)(=O)c1ccc(C)cc1,11%
CCP(=O)(c1ccccc1)C(C)(C)O (stereo not drawn),12%
O=c1/c(=C/c2ccc(Oc3ccc([N+](=O)[O-])cn3)cc2)sc2nc3ccccc3n12,4%
COc1ccccc1Cc1noc(-c2ccc(OC)c(OC)c2)n1,19%
CCCN(CCC)c1ccc(/C=N/NC(=O)c2ccc(Br)cc2)cc1,0%
CCOC(=O)c1c(NC(=O)c2ccc(Cl)c([N+](=O)[O-])c2)sc(C(=O)Nc2ccccc2C(F)(F)F)c1C,8%
CCOc1ccc(Nc2cc(C)nc(Nc3ccc(OCC)cc3)n2)cc1,26%
CCOC(=O)/C=C(\C)N1N=C(c2ccccc2)CC1c1cccc([N+](=O)[O-])c1 (stereo not drawn),17%
O=C(O)c1c(F)c(F)c(-c2c(F)c(F)c(C(=O)O)c(F)c2F)c(F)c1F,4%
CC1(C)CC(=O)C2=C(C1)Nc1ccccc1N(C(=O)c1ccc(F)cc1)C2c1ccc(Cl)cc1Cl (stereo not drawn),10%
O=C(N/N=C\c1ccccc1)c1cncc(Br)c1,0%
Cc1ccc(C(=O)NCCOc2ccc(Cl)cc2)cc1,4%
CC1SC(c2cccc(Cl)c2)NC1=O (stereo not drawn),0%
Cc1ccc2c(c1)c1c3n2CCN(CCC(=O)O)C3CCC1 (stereo not drawn),5%
O=C(N/C(=C/c1ccc(Cl)cc1)C(=O)N1CCCCC1)c1ccco1,9%
O=C(Nc1ccc2c(c1)oc1ccccc12)c1ccccc1Br,10%
Cc1ccc(-c2nc3ccccc3s2)cc1NC(=O)c1ccc(F)cc1,0%
Cc1[nH]n(-c2ccccc2)c(=O)c1/C=N/c1nn[nH]n1,0%
Cn1cc(/C=C/c2nc3ccccc3c(=O)n2-c2cccc([N+](=O)[O-])c2)c2ccccc21,9%
Cc1ccc(C2CC(C(F)(F)F)n3nc(CO)c(Cl)c3N2)cc1 (stereo not drawn),6%
# (more compounds)
SMILES,RNase H inhibition
CCCCOc1ccc(-c2nnc(-c3ccccc3Br)o2)cc1,7%
O=C(Nc1cccc([N+](=O)[O-])c1)c1cc(-c2ccco2)nc2ccccc12,27%
O=C1NC(=S)S/C1=C/c1cc(Cl)ccc1OCc1ccccc1F,45%
COC(=O)c1ccc(C(=O)OC)c(NC(=O)COc2cccc(Br)c2)c1,0%
O=C(N/N=C/C=C/c1ccc([N+](=O)[O-])cc1)C(O)c1ccccc1 (stereo not drawn),7%
COC(=O)c1ccccc1NC(=O)CN(c1cccc(C)c1)S(C)(=O)=O,11%
COc1ccc(C(C2=C(O)CC(C)(C)CC2=O)C2=C(O)CC(C)(C)CC2=O)cc1CO,0%
COc1ccc(OC)c(NC(=O)C2c3ccccc3Oc3ccccc32)c1,11%
C=CCOc1cccc(/C=N/NS(=O)(=O)c2ccc(Cl)cc2)c1,1%

# A portion of the library; count on the stated rates, not on these rows.
